Compound activity: PubChem BioAssay, several laboratories
Dynein transport – blocks dynein driven cargo transport along microtubules; 3617.4 mouse cells, GR-EGFP nuclear translocation imaging; test concentration mostly 20 µM; stimulated with dexamethasone, 1 µM; hits give low values; z-score, hits read low; actives 0.47% (n = 220,000); AID 1381;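 active = plate z-score of nuclear minus cytoplasmic receptor signal below a set negative limit, without overly bright fluorescence or cell loss, cut at about -3.5 in these data, passing the limit was not always enough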;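 also: z-score of nuclear minus cytoplasmic ring GR-EGFP intensity difference per well; some compounds called inactive have numbers as strong as hits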
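Buffer or medium: tet-free, stripped-serum medium; reagent: dexamethasone at 1.0 µM final, 30 min; incubation: 48 h induction, 1 h compound, 30 min dex at 37 °C; measured by: formaldehyde fixation, Hoechst nuclear stain, 10x automated fluorescence imaging; read-out: nuclear-to-cytoplasmic GR-EGFP distribution per well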
NOD2 inhibition – NOD2 signaling inhibitors, cell-based, luminescence, uHTS, HEK293 (AID 1566); one-dose inhibition, % at 4 µM; EC50 in µM for titrated hits; actives 0.63% (n = 290,000); HEK293 NOD2/NF-kB luciferase reporter, luminescence; higher % means a stronger effect; in the data active = inhibition above about 50%; also: many of its hits are not listed in these tables
WT yeast gro inh – growth inhibition of WT yeast, mitochondrial fusion screen; mitochondrial fusion phenotypic screen, WT strain; inhibition, % at 10 µM; actives 2.1% (n = 190,000); in the data active = inhibition above about 58%; tested in S. cerevisiae
Yfh1-off respiration – enhancers of respiration in Yfh1-depleted yeast, dose response, Friedreich's ataxia, plus single-dose screen (AID 1465); S. cerevisiae Yfh1-off respiration, WST-1 reduction, 72 h; higher fold induction means a stronger effect; one-dose fold induction at 50 µM; EC50 in µM for titrated hits; actives 0.074% (n = 220,000);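 active = fold induction of absorbance versus untreated yeast above a set limit, then at least 30% activation at any dose in follow-up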;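 also: activators that raise dye reduction in frataxin-depleted yeast; strong numbers were not always called active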
MT stabilizer – microtubule stabilization, imaging screen; AID 2205; HeLa tubulin immunostaining HCS, 24 h; share of cells brighter than vehicle mean+2SD; % tubulin-high responders, % at 10 µM; actives 0.83% (n = 200,000);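 active = plate Z-score above 3 for both tubulin-high and condensed-nucleus cell shares, with cell loss under 80%, at 10 µM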;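 also: anti alpha tubulin signal scored within the nucleus-defined area of each cell; some results filed as inactive read as strong as hits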
Autophagy mod – autophagy modulation, high-content screen; MEF GFP-LC3 puncta imaging; test concentration mostly 10 µM; calls only at 10 µM (by protocol); actives 0.98% (n = 190,000); AID 463193;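 active = percentage of spot-positive cells more than 3 SD above its plate mean, without a fluorescence outlier flag or 80% toxicity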;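 also: spot-positive cell cutoff set from DMSO-treated cells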
Ins promoter up – MIN6 insulin promoter up-regulation. actives 0.3% (n = 190,000). MIN6 insulin promoter-GFP reporter, high-content imaging; hits give high values. z-score at 5 µM. AID 1625;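 active = z-score above 3 at 5 µM with at least 500 cells counted in the well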
b-catenin transl – modulators of beta-catenin nuclear translocation | HeLa beta-catenin nuclear translocation, immunofluorescence imaging | nuclear translocation activity, % at 5 µM | actives 0.3% (n = 190,000) | AID 1665;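 active = nuclear translocation activity above 50% at 5 µM, with a well cell count of 50 or more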;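 also: per-cell ratio of nuclear to cytoplasmic median beta-catenin stain intensity; plate controls were DMSO negative control for no effect and GSK-3 inhibitor IX positive control for full effect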
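Technique: fluorescence imaging of beta-catenin antibody stain plus DAPI / Material: human HeLa cell line / Incubation: compound treatment 24 h, 37°C, 5% CO2 / Read-out basis: % activation of per-cell nuclear versus cytoplasmic median beta-catenin signal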
Hep lipid drop – modulators of hepatic lipid droplet formation | inhibition, % at 6.5 µM | actives 0.4% (n = 240,000) | AID 1656 | AML12 mouse hepatocytes, oleate lipid droplets, BODIPY imaging;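 active = lipid droplet intensity inhibited by at least 50%, with more than 500 cells counted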
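Assay system: AML12 mouse liver cells | Compound dosing: One dose, 6.5 µM compound | Read-out basis: Droplet intensity reduction, % inhibition | Measured by: Fluorescence imaging, 20x objective, two fields per well | Schedule: Overnight treatment with compound plus oleate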
WT yeast gro inh mutant strain – second read-out of WT yeast gro inh, no call of its own (marks repeat the call); inhibition, %; mitochondrial fusion phenotypic screen, mutant strain inhibition
Dynein transport cytoplasmic EGFP – further read-out of Dynein transport, marked with its call; z-score; measured here: cytoplasmic GR-EGFP intensity; hits give high values
Dynein transport nuclear GR-EGFP – further read-out of Dynein transport, marked with its call; z-score; measured here: nuclear GR-EGFP intensity;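 lower value marks the stronger effect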
Dynein transport cell count – also measured in Dynein transport; calls as there; z-score; measured here: cell count per field
Ins promoter up cell count – second read-out of Ins promoter up, no call of its own (marks repeat the call); cell count; measured here: cytotoxicity, nuclei count;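 total cells summed across four imaged fields per well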
Hep lipid drop cells 6.5 µM – further read-out of Hep lipid drop, marked with its call; cell count; measured here: cell count, cytotoxicity flag;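 cells counted across two imaged fields per well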
b-catenin transl cell count 5 µM – also measured in b-catenin transl; calls as there; cell count; measured here: cell count, cytotoxicity flag
MT stabilizer Hoechst-high % – second read-out of MT stabilizer, no call of its own (marks repeat the call); % Hoechst-high responders; measured here: nuclear condensation Hoechst responders;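 share of cells brighter than vehicle mean plus two SD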
MT stabilizer cytotoxicity % – recorded beside MT stabilizer, whose call it bears; toxicity, %; measured here: cytotoxicity by cell density;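 0% = mean cell density of plate MIN control wells and 100% = no cells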
Autophagy mod cell loss 18 h – further read-out of Autophagy mod, marked with its call; toxicity, %; measured here: cell loss, nuclei count;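 cell loss after 18 h compound exposure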
Numbers without * were called inactive; i = inactive; · = not tested or not shown. Only part of the results is shown. The share of hits here may be higher or lower than overall.

SMILES | Dynein transport | Dynein transport cytoplasmic EGFP | Dynein transport nuclear GR-EGFP | Dynein transport cell count | NOD2 inhibition | WT yeast gro inh | WT yeast gro inh mutant strain | Yfh1-off respiration | MT stabilizer | MT stabilizer Hoechst-high % | MT stabilizer cytotoxicity % | Autophagy mod | Autophagy mod cell loss 18 h | Ins promoter up | Ins promoter up cell count | b-catenin transl | b-catenin transl cell count 5 µM | Hep lipid drop | Hep lipid drop cells 6.5 µM
Cc1ccc(N=C2NC(=O)/C(=C/C=C/c3ccco3)S2)cc1 | 0.21 | 0.22 | -0.08 | 0.051 | 6% | 27 | 7 | i | 1.8 | 6.2 | 8.3 | i | -4 | -0.03 | 1082 | 6.3 | 498 | 1 | 625
O=C(Nc1ccc2c(c1)OCO2)c1ccc(N2CCCC2)c([N+](=O)[O-])c1 | -0.44 | -0.25 | -0.23 | 0.37 | -45% | 24 | 4 | i | 6.5 | 2.7 | 11 | i | 10 | -0.05 | 1217 | 0.4 | 957 | 8 | 615
O=c1cc(CO)oc(CN2CCCC2)c1O | 0.49 | -0.29 | 0.5 | -0.57 | 3% | 15 | 4 | i | 3.6 | 2.4 | 8.4 | i | 5 | 2 | 1403 | -2.0 | 1461 | · | ·
COc1ccc(/C=C/C(=O)NC(=S)NN2CCCCC2c2cccnc2)cc1OC (stereo not drawn) | 1.5 | -0.12 | 1 | -1.5 | 12% | 0 | -8 | i | 5.0 | 2.5 | 8.9 | i | 12 | -0.7 | 1431 | -3.3 | 1136 | 11 | 641
C/C(CC(=O)Nc1ccc(F)cc1)=N\NC(=O)c1ccccn1 | -0.12 | -0.19 | -0.022 | -0.083 | -4% | -1 | -8 | i | 4.9 | 2.8 | 7.2 | i | 8 | 0.21 | 1088 | -0.7 | 1157 | 4 | 689
O=C(C1CC1)N1CCN(S(=O)(=O)c2ccc3c(c2)OCCO3)CC1 | 0.27 | -0.3 | 0.14 | -1.1 | 6% | -14 | -7 | i | 1.5 | 1.9 | 4.2 | i | 2 | -0.59 | 1380 | 0.7 | 1158 | 19 | 683
CSc1nc(C)cc(OCC(=O)N2CCOCC2)n1 | -0.58 | -0.22 | -1.1 | 0.86 | -10% | -4 | -8 | i | 3.4 | 2.2 | 6.4 | i | -14 | 0.51 | 1158 | · | · | -8 | 720
Cc1occc1-c1nnc(SCC(=O)Nc2ccccc2-c2ccccc2)n1C | 0.42 | -0.35 | 0.0057 | 0.12 | 8% | 4 | 9 | i | 1.9 | 0.9 | 4.2 | i | 1 | -0.14 | 1211 | -5.6 | 969 | · | ·
Nc1cc(=O)[nH]c(SCc2nnnn2-c2ccc(Cl)cc2)n1 | 0.12 | -0.29 | 0.084 | 0.25 | 9% | -8 | 17 | i | 4.5 | 1.9 | 6.8 | i | 6 | 0.2 | 1228 | -1.1 | 968 | -10 | 455
O=c1[nH]c2ccc(NC(=S)NC3CCCCC3)cc2[nH]1 | 1.6 | -0.044 | 1.4 | -1.1 | 7% | 5 | 5 | i | 1.5 | 1.5 | 3.5 | i | -3 | -0.16 | 1132 | 0.0 | 1051 | -2 | 685
CCN(CC)CCn1c(/N=C/c2cc(Br)ccc2O)nc2ccccc21 | -0.3 | -0.2 | -0.074 | 0.15 | 3% | -5 | 11 | i | 2.1 | 1.7 | 6.6 | i | 2 | 0.05 | 1392 | 0.0 | 931 | -8 | 515
CN(C)/C=C(\C=O)c1onc(-c2ccccc2Cl)c1C#N | -0.37 | -0.18 | -0.29 | -0.21 | 11% | -6 | -17 | i | 1.7 | 2.3 | 3.1 | i | -14 | -0.32 | 1281 | -4.6 | 1097 | 33 | 701

One compound at a time, as listed above. Order of values: Dynein transport, Dynein transport cytoplasmic EGFP, Dynein transport nuclear GR-EGFP, Dynein transport cell count, NOD2 inhibition, WT yeast gro inh, WT yeast gro inh mutant strain, Yfh1-off respiration, MT stabilizer, MT stabilizer Hoechst-high %, MT stabilizer cytotoxicity %, Autophagy mod, Autophagy mod cell loss 18 h, Ins promoter up, Ins promoter up cell count, b-catenin transl, b-catenin transl cell count 5 µM, Hep lipid drop, Hep lipid drop cells 6.5 µM
COc1ccc(/C=C/C(=O)NC(=S)NN2CCCCC2c2cccnc2)cc1OC (stereo not drawn) as listed: 1.5, -0.12, 1, -1.5, 12%, 0, -8, i, 5.0, 2.5, 8.9, i, 12, -0.7, 1431, -3.3, 1136, 11, 641
CCN(CC)CCn1c(/N=C/c2cc(Br)ccc2O)nc2ccccc21 as listed: -0.3, -0.2, -0.074, 0.15, 3%, -5, 11, i, 2.1, 1.7, 6.6, i, 2, 0.05, 1392, 0.0, 931, -8, 515
O=c1cc(CO)oc(CN2CCCC2)c1O as listed: 0.49, -0.29, 0.5, -0.57, 3%, 15, 4, i, 3.6, 2.4, 8.4, i, 5, 2, 1403, -2.0, 1461, ·, ·
Cc1ccc(N=C2NC(=O)/C(=C/C=C/c3ccco3)S2)cc1 as listed: 0.21, 0.22, -0.08, 0.051, 6%, 27, 7, i, 1.8, 6.2, 8.3, i, -4, -0.03, 1082, 6.3, 498, 1, 625

Continued:
SMILES | Dynein transport | Dynein transport cytoplasmic EGFP | Dynein transport nuclear GR-EGFP | Dynein transport cell count | NOD2 inhibition | WT yeast gro inh | WT yeast gro inh mutant strain | Yfh1-off respiration | MT stabilizer | MT stabilizer Hoechst-high % | MT stabilizer cytotoxicity % | Autophagy mod | Autophagy mod cell loss 18 h | Ins promoter up | Ins promoter up cell count | b-catenin transl | b-catenin transl cell count 5 µM | Hep lipid drop | Hep lipid drop cells 6.5 µM
CCOC(=O)C1CCCN(C(=O)COc2ccc(N(C)S(=O)(=O)c3ccc(F)cc3)cc2)C1 (stereo not drawn) | -1.4 | -0.36 | -0.47 | 1.3 | 5% | -17 | -7 | i | 3.4 | 1.9 | 6.1 | i | 18 | -0.71 | 1065 | -0.1 | 1106 | -15 | 668
CC(=O)N(CC(=O)O)c1ccccc1C(=O)O | 0.41 | -0.28 | 0.35 | 0.45 | 18% | 6 | 18 | i | 2.9 | 1.5 | 6.2 | i | -2 | -0.33 | 1542 | -0.5 | 1428 | · | ·
Cc1ccc2c(c1)c1c3n2CCN(C(=O)CN2CCN(C)CC2)C3CCC1 (stereo not drawn) | -0.25 | -0.13 | 0.16 | 0.62 | 10% | 3 | 2 | i | 4.8 | 3.9 | 8.9 | i | 1 | -1.2 | 1239 | -3.2 | 750 | · | ·
Cn1c(SCC(=O)Nc2cccc(O)c2)nnc1-c1ccc(S(=O)(=O)N2CCOCC2)cc1 | 0.6 | -0.3 | 0.63 | -0.46 | 9% | · | · | i | 3.3 | 1.8 | 11 | i | -2 | 0.33 | 1325 | -2.6 | 861 | · | ·
CC(C)(C)c1ccc(C(=O)O)c(C(=O)c2ccccc2)c1 | -1.5 | -0.28 | -0.66 | 0.92 | 4% | -9 | -2 | i | 4.0 | 2.6 | 5.0 | i | 9 | -0.59 | 1451 | 1.3 | 975 | 15 | 716
CCO[C@H]1OC(C(=O)NC2CC2)=C[C@@H](c2ccc(C(F)(F)F)cc2)[C@@H]1CCCO | -0.64 | -0.26 | -0.035 | -0.28 | 16% | -3 | -8 | i | 0.7 | 1.0 | 7.5 | i | 11 | -1 | 1415 | 0.1 | 1082 | 13 | 709
Cc1onc(-c2c(Cl)cccc2Cl)c1C(=O)Nc1ccc2c(c1)OCCO2 | -0.6 | 1.4 | 0.003 | 0.32 | 14% | · | · | i | 1.7 | 1.4 | 8.0 | i | 26 | -0.37 | 1379 | -4.4 | 773 | · | ·
Cc1cc(C)c(C(=O)C[n+]2cccc(C(N)=O)c2)c(C)c1 | 0.088 | -0.27 | 0.17 | 0.3 | 9% | · | · | i | · | · | · | · | · | -0.01 | 1132 | 1.1 | 1301 | -17 | 764
COc1ccccc1C(=O)OCn1nnc2ccccc2c1=O | -0.79 | -0.77 | -0.14 | 0.38 | 9% | 2 | 0 | i | · | · | · | · | · | -1.2 | 1041 | -0.6 | 1183 | 32 | 722
Cc1ccc2cc(CCNC(=O)c3cccc([N+](=O)[O-])c3)c(=O)[nH]c2c1C | -0.59 | 0.59 | -0.55 | 0.91 | 16% | -15 | -14 | i | 6.4 | 2.7 | 8.8 | i | 2 | 0.09 | 1138 | 1.3 | 904 | 14 | 685
Cn1c(=O)c2ncn(CC(=O)NCCOc3ccc(C(C)(C)C)cc3)c2n(C)c1=O | 0.22 | -0.13 | 0.3 | 1.2 | 8% | -1 | -7 | i | 1.8 | 1.5 | 6.7 | i | 0 | · | · | -2.2 | 1082 | -8 | 636
Cc1occc1C(=O)Nc1ccc2ccccc2c1 | 0.29 | -0.43 | -0.026 | 0.065 | -118% | 53 | 43 | i | 3.0 | 1.5 | 12 | i | -2 | -0.86 | 1214 | -4.5 | 962 | · | ·
O=S(=O)(CCSc1ccc(C(F)(F)F)cn1)c1ccccc1 | 0.23 | -0.12 | 0.13 | 0.2 | -7% | · | · | i | · | · | · | · | · | 0.43 | 1420 | 1.1 | 1083 | -1 | 710
Cc1ccc(CN2CCN(Cc3cccc4c3OCO4)CC2CCO)cc1 (stereo not drawn) | -0.76 | -0.27 | -0.21 | 0.22 | -21% | 4 | 8 | i | 2.1 | 1.3 | 3.3 | i | 12 | 0.01 | 1532 | -2.6 | 1013 | -10 | 738
CCCCSc1cc(=O)[nH]c(N)n1 | -1.3 | -0.084 | -0.62 | 1.2 | -1% | · | · | i | · | · | · | · | · | 1.3 | 1441 | -1.3 | 1184 | -3 | 745
COc1ccccc1-n1cnc2cc(NC(=O)c3ccco3)ccc21 | 0.15 | -0.24 | 0.074 | 0.18 | -34% | -5 | -9 | i | 52* | 27* | 60* | i | 16 | · | · | 62* | 760* | 10 | 721
